# Bioassay records from PubChem BioAssay.
# hDAT+cocaine: human DAT dopamine uptake with cocaine, either direction; hit rate 1.3% among 110,000; LLC-PK1 hDAT cells, [14C]-dopamine uptake with cocaine IC80; actives deviate in either direction; B-score at 10 µM;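 active = Z score or B-score, a plate-position-corrected score, falls beyond the plate's 99.7% confidence bounds, in either direction; inactive = both scores lie inside the 99.7% bounds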;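 note: scored against the spread of the other compound wells on the same plate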
# Target sequence (Q01959 whole entry, looked up): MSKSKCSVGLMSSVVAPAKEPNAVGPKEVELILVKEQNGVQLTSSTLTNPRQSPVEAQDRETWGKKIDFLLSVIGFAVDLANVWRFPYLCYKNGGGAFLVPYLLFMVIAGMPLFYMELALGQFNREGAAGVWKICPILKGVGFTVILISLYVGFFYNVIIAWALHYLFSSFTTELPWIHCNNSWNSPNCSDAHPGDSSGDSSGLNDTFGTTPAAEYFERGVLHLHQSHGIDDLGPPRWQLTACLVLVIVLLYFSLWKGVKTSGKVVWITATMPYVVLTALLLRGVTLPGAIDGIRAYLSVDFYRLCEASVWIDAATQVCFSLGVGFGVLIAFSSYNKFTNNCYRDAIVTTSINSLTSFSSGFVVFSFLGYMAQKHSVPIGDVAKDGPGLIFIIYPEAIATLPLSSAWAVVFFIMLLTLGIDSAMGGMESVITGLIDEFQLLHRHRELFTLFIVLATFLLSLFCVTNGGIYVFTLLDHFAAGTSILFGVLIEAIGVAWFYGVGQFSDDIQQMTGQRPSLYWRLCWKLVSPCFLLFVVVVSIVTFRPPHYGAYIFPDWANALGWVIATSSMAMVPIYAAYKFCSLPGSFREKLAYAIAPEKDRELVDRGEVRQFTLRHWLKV
# Active calls of the source: *; & = joins results of further samples. An excerpt; rates above refer to the full screens.
hDAT+cocaine	smiles
0.41	COc1ccc(-c2csc(NC(C)c3nc4cc(Cl)c(N5CCCCC5)cc4n3CCCO)n2)cc1 (stereo not drawn)
-0.49	COc1cc(O)c(CCO)c2c1C(=O)C[C@@H](C)O2
0.091	FC(F)(F)c1ccc(CN2C[C@@H]3C(c4ccccc4)C4(c5cccnc5)CC3(C4)[C@H]2c2ccccc2)cc1 (stereo partly drawn)
0.086	CCCN1CCC(=O)N([C@H](CSc2ccc(C)cc2)CC(C)C)CC1
-0.17	Cc1ccc(S(=O)(=O)N2CCC(=O)N(CCOC(=O)Nc3ccc(F)cc3)CC2)cc1
0.48	C[C@H](NC(=O)c1[nH]cnc1C(=O)Nc1ccc(CNC(=O)OC(C)(C)C)cc1)C(=O)OC(C)(C)C
-0.0034	COCCNC(=O)C1(C)C=CC2(CCCCC2)N1C(=O)c1ccccc1 (stereo not drawn)
1	COc1cc(OC)c2ccc(=O)oc2c1C(CC(=O)N1CCN(c2ccccc2)CC1)c1ccc2c(c1)OCO2 (stereo not drawn)
-2.8*	C=CCN1C=C2C(=O)C(C)(OC(=O)CC)C(=O)C=C2C=C1CCCC (stereo not drawn)
-0.55	CCC1(CC)C(=O)C2=C3C1[C@H](C(=O)OC)C=C(C(=O)OC)C[C@H]3n1c(=O)n(C)c(=O)n1[C@H]2C (stereo partly drawn)
0.059	CC(C)CCn1c(N2CCN(c3cccc(Cl)c3)CC2)nc2c1c(=O)[nH]c(=O)n2C
-0.9	O=C(O)CCNC(=O)c1ccc(N=Nc2ccc(O)c(C(=O)O)c2)cc1

# The list goes on; it opens with the 7 that closed the last part.
hDAT+cocaine	smiles
0.48	C[C@H](NC(=O)c1[nH]cnc1C(=O)Nc1ccc(CNC(=O)OC(C)(C)C)cc1)C(=O)OC(C)(C)C
-0.0034	COCCNC(=O)C1(C)C=CC2(CCCCC2)N1C(=O)c1ccccc1 (stereo not drawn)
1	COc1cc(OC)c2ccc(=O)oc2c1C(CC(=O)N1CCN(c2ccccc2)CC1)c1ccc2c(c1)OCO2 (stereo not drawn)
-2.8*	C=CCN1C=C2C(=O)C(C)(OC(=O)CC)C(=O)C=C2C=C1CCCC (stereo not drawn)
-0.55	CCC1(CC)C(=O)C2=C3C1[C@H](C(=O)OC)C=C(C(=O)OC)C[C@H]3n1c(=O)n(C)c(=O)n1[C@H]2C (stereo partly drawn)
0.059	CC(C)CCn1c(N2CCN(c3cccc(Cl)c3)CC2)nc2c1c(=O)[nH]c(=O)n2C
-0.9	O=C(O)CCNC(=O)c1ccc(N=Nc2ccc(O)c(C(=O)O)c2)cc1
0.59	CN1C(C(=O)NCc2ccc(OC(F)(F)F)cc2)CC2Cn3c(nc4cc5ccccc5cc43)C21 (stereo not drawn)
-2	CCC/C=C(\CCC)C(NC(=O)Cc1ccccc1)c1ccc(C(=O)OC)cc1 (stereo not drawn)
-1.6	C=C1CCN([C@H](C(=O)O)C(C)C)S(=O)(=O)c2ccccc21
0.067	COC(C[C@H](O)[C@@H](C)[C@@H](O)COCc1ccccc1)OC
-0.5	CCO[C@@H]1OC(C(=O)N2CCOCC2)=C[C@H](c2ccccc2)[C@H]1CCCO
0.16	O=S(=O)(NCc1ccccc1)c1ccccc1Br
-0.11	CCOC(=O)C[C@H]1c2cc(C(F)(F)F)ccc2S(=O)(=O)N1C(C)C
0.089	N/C(CCN1CCOCC1)=N/O
0.55	O=C(C1=C[C@H](C2CCCCC2)C[C@H](OCc2ccc(CO)cc2)O1)N1CCN(Cc2ccc3c(c2)OCO3)CC1
-1.3	OCC[C@H]1C[C@H](O)[C@@H](O)[C@]2(CCCCO2)O1
1.3	CCN(CC)CCC(c1ccc(N(C)C)cc1)c1c(OC)cc(OC)c2c(-c3ccccc3)cc(=O)oc12 (stereo not drawn)
0.37	C[C@H](NC(=O)c1nc[nH]c1C(=O)NCCCCCNC(=O)OC(C)(C)C)C(=O)OC(C)(C)C
-0.32	CCC(=O)NCCc1nc(-c2ccccc2)no1
-0.28	O=C(Nc1cccc(F)c1)c1ccc(Br)o1
-0.31	COc1ccc([C@H]2[C@@H]3C=CCC[C@@]3(C)C(=O)N2Cc2ccccc2)cc1Cl
-0.3	NC(=O)C(CC(=O)O)NC(=O)[C@@H]1CCCCNc2c(I)cc([N+](=O)[O-])cc2C(=O)N[C@@H](CO)C(=O)NCC(=O)N1 (stereo partly drawn)
-0.028	CC(C)C(=O)N1CCC2(CC1)Oc1ccc(Cl)cc1C(=O)C21CC(c2ccccc2)=NO1 (stereo not drawn)
-0.059	Cc1ccc(C2=CC(c3ccc(C)cc3)n3ncnc3N2)cc1 (stereo not drawn)
-1.5	O=c1cc(-c2ccccc2)oc2cc(O)cc(O)c12
0.83	COc1cc(OC)c2ccc(=O)oc2c1C(CCN1CCCC(C)C1)c1ccc2c(c1)OCO2 (stereo not drawn)
0.033	C=CCOC(=O)C1=C[C@H](c2ccccc2)[C@@H](CCCO)[C@H](OCC)O1
-0.6	CNc1ccccc1C(=O)OCC(=O)c1ccccc1
-0.14&-0.69	c1cnc(N2CCN(Cc3ccc4c(c3)OCO4)CC2)nc1
-0.7	COc1ccc(Br)cc1[C@H]1[C@H]2C=CC[C@@H](C)[C@@H]2C(=O)N1Cc1ccccc1

# In the list so far, these have bromine:
hDAT+cocaine	smiles
0.16	O=S(=O)(NCc1ccccc1)c1ccccc1Br
-0.28	O=C(Nc1cccc(F)c1)c1ccc(Br)o1
-0.7	COc1ccc(Br)cc1[C@H]1[C@H]2C=CC[C@@H](C)[C@@H]2C(=O)N1Cc1ccccc1

# (listing goes on)
hDAT+cocaine	smiles
1.1	O=[N+]([O-])c1cccc(C2=NCCC(c3ccccc3)O2)c1 (stereo not drawn)
1.8	CC1=C(C(=O)OCc2ccccc2)C(c2ccc(Cl)cc2Cl)NC(=O)N1CCCCCC(=O)O (stereo not drawn)
-0.09	C=C1CCN([C@@H](Cc2ccccc2)C(=O)NCCC(C)C)S(=O)(=O)c2ccccc21
0.77	Cc1cccc(COCC(CC(C)C)N2CCN(C(=O)c3ccc(C(C)(C)C)cc3)CCC2=O)c1 (stereo not drawn)
0.33	CN1CCN(C(=O)C2=C[C@@H](c3csc4ccccc34)C[C@@H](OCCCCO)O2)CC1
-0.47	CCCCNC(=O)c1c(CSc2ccccc2)noc1C(=O)NCc1ccccc1
1.2	O=C(/C=C/c1ccc(O)c(O)c1)OCCc1ccccc1
1.5	CC(=O)Nc1ccc(SC[C@H](c2ccccc2)N2CCN(CCc3ccccc3)CCC2=O)cc1
0.18	CC(C)C[C@H](NC(=O)c1nc[nH]c1C(=O)N[C@@H](CC(C)C)C(=O)OC(C)(C)C)C(=O)OC(C)(C)C
-0.15	COc1c(O)cccc1[C@@H](O)C1CCN(CCc2ccc(F)cc2)CC1
-0.22	COc1ccc(C(=O)NCc2nnc(SCC(=O)Nc3nnc(C)s3)o2)cc1OC
-0.0078	C/C=C(\C)C(=O)NCCN1C2=NC[C@@H](Cc3ccccc3)N2C[C@H]1Cc1ccc(O)cc1
0.29	Cc1ccc(CNC(=O)[C@H](C)[C@H]2C[C@]2(C)[C@H](NC(=O)OCc2ccccc2)c2ccccc2)o1
0.96	NC1=NC[C@H](Cc2ccc(O)cc2)N1CCc1cccc(F)c1
0.31	Nc1ccccc1CNc1nc(NCCO)nc2c1ncn2CCN1CCOCC1
-0.92	CCCCC1=CC2=CC(=O)C(C)(OC(=O)CC)C(=O)C2=CN1CCc1ccc(Br)cc1 (stereo not drawn)
-0.73	Cc1csc(NC(C)c2nc3cc(C(F)(F)F)ccc3n2CCOCCO)n1 (stereo not drawn)
0.79	NC(=O)CC(NC(=O)c1ccc(Br)cc1)c1ccc(NCc2ccc(F)c(F)c2)c([N+](=O)[O-])c1 (stereo not drawn)
-0.56	C[C@@H]1NC(=O)c2cc([N+](=O)[O-])cc(I)c2OCC[C@@H](C(=O)NC(CC(=O)O)C(N)=O)NC(=O)[C@H](CC(N)=O)NC1=O (stereo partly drawn)
0.22	COC(C/C=C/C(=O)COCc1ccccc1)OC
0.1	O=C(C1=C[C@H](c2ccccc2)C[C@H](OCCCCO)O1)N1CCN(Cc2ccccc2)CC1
-0.13	COc1cccc2oc(-c3ccco3)cc(=O)c12
-0.51	NC(=O)[C@@H]1CCCNc2c(I)cc([N+](=O)[O-])cc2C(=O)N[C@@H](CCCN=C(N)N)C(=O)N[C@@H](CCCN=C(N)N)C(=O)N1
1	O=C(/C=C/c1ccc(O)cc1)c1c(O)cc(O)cc1O
1.5	CCN1CCN(Cc2ccc(NC(=O)c3cc(NC(=O)c4cncc(-c5ccc(C#N)cc5)c4)cc(OC)c3)cc2C(F)(F)F)CC1
1.2	Clc1cc(Cl)cc(C2=NC(Cc3ccccc3)CO2)c1 (stereo not drawn)
-1.4	CCCCCCN(C(=O)CCCCCN1C(=O)NC(c2ccc(-c3ccccc3)cc2)C(C(=O)OCc2ccccc2)=C1C)C(C(=O)NCCCC)C1CCCCC1 (stereo not drawn)
0.52	CC(C)(C)[C@@H]1C=C(C(=O)N2CCN(Cc3ccc4c(c3)OCO4)CC2)O[C@H](OCc2ccc(CO)cc2)C1
0.045	NC(=O)NCc1ccc(C(=O)OCc2ccncc2)cc1
-0.45	CCOc1cc2c(C#N)c(N(CC)CC)nc(N)c2c(N)n1
3.2*	O=C(NCCc1ccccc1)[C@@H]1CC=C[C@@H]2CCN(Cc3ccc(Cl)c(Cl)c3)C(=O)[C@@H]21
0.86	Cc1cccc(NC(=O)c2nc[nH]c2C(=O)N[C@@H](C)C(=O)OC(C)(C)C)c1
-0.39	CN(C)/C=N/c1cc(=O)[nH]c(=O)n1C
0.068	CC(=O)C1=C(C)N(Cc2ccccc2)C(=O)N[C@H]1c1cccc(F)c1
1.2	CC(C)[C@@H](CO)NC(=O)c1ccc2c3n(nc2c1)-c1ccc(Cl)cc1CO3
-0.31	CC(=O)C1=C(C)N(CC2CC2)C(=O)N[C@H]1c1ccccc1
-0.0079	CCOC(=O)c1ccc(Nc2cc3ccccc3c(=O)[nH]2)cc1
-0.22	COc1ccc(C2/C=C\CN(S(=O)(=O)/C=C/c3ccccc3)[C@H](Cc3ccccc3)C(=O)N2Cc2ccc(F)cc2)cc1 (stereo partly drawn)
0.42	C=C(C)C(=O)Nc1cccc(C2=NOC3(C2)C[C@@H](C(N)=O)N(C(=O)c2ccc(Cl)cc2)C3)c1 (stereo partly drawn)
-0.099	CCC(=O)N1CCC2(CC1)Oc1ccc(F)cc1C(=O)C21CC(c2ccc(Cl)cc2)=NO1 (stereo not drawn)
1.5	CN(Cc1cnc2nc(N)nc(N)c2n1)c1ccc(C(=O)N[C@@H](CCC(=O)O)C(=O)O)cc1
-0.47	CC(C)CC(COCc1ccc([N+](=O)[O-])cc1)N1CCN(C(=O)c2ccc(C(F)(F)F)cc2)CCC1=O (stereo not drawn)
-0.031	CCOC(=O)c1ccc(NC(=O)c2c(NCc3ccccc3)[nH]c(=O)[nH]c2=O)cc1
0.21	Cn1c(=O)c(N=O)c(N)n(Cc2ccccc2)c1=S
0.39	COc1c2c(c(C)c3c1C(=O)OC3)O[C@@]1(C)CC[C@@]3(O)C(C)(C)OC(=O)CC[C@]3(C)[C@H]1C2
-2.5	CC(=O)[C@]1(O)Cc2c(O)c3c(c(O)c2[C@@H](O[C@H]2C[C@H](N)[C@H](O)[C@H](C)O2)C1)C(=O)c1ccccc1C3=O
0.29	CCCCCCCCN1[C@@H](CC(=O)OC)c2cc(F)ccc2S1(=O)=O
0.41	COc1ccc(CCC(=O)O)c(O)c1
2.4	COc1ccc(-c2csc(NCCc3nc4cc(C(=O)NCCCO)ccc4n3Cc3ccc(C)cc3)n2)cc1
0.26	C/C(=C/Cc1c(O)cc2oc(C)cc(=O)c2c1O)COC1OC(CO)C(O)C(O)C1O (stereo not drawn)
-0.058	C=CCOC(=O)C(=O)/C=C/c1coc2ccccc2c1=O
0.057	CCOC(=O)C1=C(C)N(CCCC(=O)NCc2ccc3c(c2)OCO3)C(=O)NC1c1ccc(Br)cc1 (stereo not drawn)
-0.19	O=C1c2ccccc2S(=O)(=O)c2cc(C(=O)N3CCC(N4CCCC4)CC3)ccc21
0.4	CCOC(=O)c1c(NC(=O)CSc2nnc(-c3c[nH]c4ccccc34)n2CCOC)sc2c1CCCCC2
0.83	O=C(O)C(=O)Cc1c[nH]c2ccccc12
0.15	NC1=NC[C@H](c2ccccc2)N1CC1CCCCC1
1.7	O=C(NCc1ccc2c(c1)OCO2)c1cc(-c2ccccc2)nn1CC1CC(c2cccnc2)=NO1 (stereo not drawn)
0.39	O=C(Nc1ccccc1)C1=C[C@@H](c2ccc(Br)cc2)C[C@@H](OCCCCO)O1
0.016	COC(=O)C1=C(C)N(CC2CC2)C(=O)N[C@H]1c1ccc(Br)cc1
-0.017	O=C(O)CC[C@@H](C(=O)O)N1C(=O)c2ccccc2C1=O

# Other structures.
hDAT+cocaine	smiles
0.29	COc1ccc(Br)c2oc(SC)cc(=O)c12
-0.26	c1ccc(-c2ccc3c(n2)CCCO3)cc1
-0.72	COC(=O)c1cc(-c2ccccc2)c2c(=O)n(C)c(=O)n(C)c2n1
1.5	Cc1ccc(Cn2c(C(C)Nc3nc(-c4ccc(F)cc4)cs3)nc3cc(C(=O)NCCCO)ccc32)cc1 (stereo not drawn)
-0.44	O=C1CCC(c2ccc(-n3ccnc3)cc2)=NN1
-0.57	O=C(N[C@@H](c1ccccc1)[C@H](O)c1ccccc1)[C@@H]1CCCN1C(=O)OCc1ccccc1
0.091	O=C(NCCc1ccccc1)c1ccc2c(c1)S(=O)(=O)c1ccccc1C2=O
0.44	COc1cc(NC(=O)c2cnc(N)o2)cc(C(=O)Nc2cccc(C(F)(F)F)c2)c1
0.15	CCC1=C(OC(=O)N(CC)CC)N2C(=O)OC(=NCC(=O)OC)[C@]2(C)[C@H]2C1=CC[C@H]1C(=O)N(C)C(=O)[C@H]12
0.59	Cc1ccc(C2C=C(c3ccccc3)Nc3ncnn32)cc1 (stereo not drawn)
-0.0037	COc1c(-c2ccc(O)c(O)c2)oc2cc(O)cc(O)c2c1=O
0.37	COCCN1C(=O)N[C@@H](c2ccco2)C(C(C)=O)=C1C
